Source: PubChem
PPARg SRC-2 ag: agonists of PPARg-SRC-2 recruitment, primary screen, biochemical, HTS; Peroxisome proliferator-activated receptor gamma (Homo sapiens), P37231; PPARgamma LBD-SRC-2 recruitment; activation, % at 8 µM; actives 0.34% (n = 200,000); AID 1032, 2008; in the data active = activation above about 22%;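 also: 0% = vehicle and 100% = reference agonist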
TLR4-MyD88 BLA: inhibitors of TLR4-MyD88 association in cells, primary screen, cell-based, HeLa CL3-4, BLA complementation, FRET ratio. Toll-like receptor 4 (Homo sapiens) + Myeloid differentiation primary response protein …. HeLa CL3-4 TLR4/MyD88 BLA complementation. inhibition, % at 8.4 µM. actives 0.18% (n = 200,000); in the data active = inhibition above about 25%;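 also: 0% = vehicle and 100% = reference inhibitor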
Target sequence (O00206 whole entry, looked up): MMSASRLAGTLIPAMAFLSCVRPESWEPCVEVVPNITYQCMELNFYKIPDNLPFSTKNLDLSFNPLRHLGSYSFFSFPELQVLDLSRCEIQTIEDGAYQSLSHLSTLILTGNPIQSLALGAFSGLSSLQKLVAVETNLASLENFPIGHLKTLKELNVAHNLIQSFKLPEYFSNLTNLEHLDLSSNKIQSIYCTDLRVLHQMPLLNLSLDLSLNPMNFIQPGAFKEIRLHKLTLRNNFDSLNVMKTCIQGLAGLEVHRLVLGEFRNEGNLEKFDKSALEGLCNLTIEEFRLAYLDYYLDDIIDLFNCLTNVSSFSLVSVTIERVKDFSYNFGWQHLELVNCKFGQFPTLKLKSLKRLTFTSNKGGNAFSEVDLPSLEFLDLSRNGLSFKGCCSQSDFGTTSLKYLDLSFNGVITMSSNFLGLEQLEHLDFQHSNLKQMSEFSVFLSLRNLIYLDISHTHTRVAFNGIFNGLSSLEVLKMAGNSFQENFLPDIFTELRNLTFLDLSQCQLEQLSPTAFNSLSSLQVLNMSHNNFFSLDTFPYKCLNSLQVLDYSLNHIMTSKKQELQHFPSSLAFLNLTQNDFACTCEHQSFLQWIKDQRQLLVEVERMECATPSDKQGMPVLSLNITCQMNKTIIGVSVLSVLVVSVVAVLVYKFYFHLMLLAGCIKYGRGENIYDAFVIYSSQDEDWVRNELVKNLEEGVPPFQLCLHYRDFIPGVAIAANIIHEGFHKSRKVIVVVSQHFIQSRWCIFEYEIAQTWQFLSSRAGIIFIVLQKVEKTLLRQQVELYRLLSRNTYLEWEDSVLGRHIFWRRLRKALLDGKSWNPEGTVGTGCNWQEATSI
Target sequence (Q99836 whole entry, looked up): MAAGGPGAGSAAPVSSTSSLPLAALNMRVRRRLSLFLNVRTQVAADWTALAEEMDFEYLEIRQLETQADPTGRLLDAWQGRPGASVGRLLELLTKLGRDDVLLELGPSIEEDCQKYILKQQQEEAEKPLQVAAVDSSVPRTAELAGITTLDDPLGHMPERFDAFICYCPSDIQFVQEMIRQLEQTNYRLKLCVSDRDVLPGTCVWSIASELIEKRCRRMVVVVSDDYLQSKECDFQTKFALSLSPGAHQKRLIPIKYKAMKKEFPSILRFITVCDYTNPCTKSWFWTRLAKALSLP
STAT1 blocker: STAT1 signaling inhibitors, primary screen, cell-based, HTS, luciferase reporter. NIH 3T3 STAT1-luciferase reporter, IFN-gamma, luminescence. inhibition, % at 5.5 µM. actives 0.35% (n = 200,000);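 active = inhibition above a set limit, the mean inhibition across all tested compounds plus 3 SD, cut at about 34% in these data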;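 also: 0% = IFN-gamma with DMSO and 100% = IFN-gamma with 300 µM nifuroxazide; values of inactives mirror those of a sister screen read the other way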
SRC2 TRFRET art: TR-FRET signal artefacts, primary screen, artefact control for PPARgamma SRC-2 agonist project, biochemical; TR-FRET artefact counter-screen; hits give high values; TR-FRET ratio at 8 µM; actives 0.4% (n = 200,000); in the data active = TR-FRET ratio above about 2000; also: inactives centre near 1500
ROMK mod: ROMK potassium channel modulators, primary screen, cell-based, thallium flux, MLSMR library; AID 1918, 2009; actives 2% (n = 130,000); B-score at 10 µM; ATP-sensitive inward rectifier potassium channel 1 (Homo sapiens), P48048; Tet-inducible ROMK, thallium flux fluorescence; actives lie on both sides;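 active = signal ratio slope over the read window, or its plate-corrected B-score, at least 3 SD from the plate mean, either direction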;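 also: B-score of the F/F0 ratio slope over 7 to 12 s after thallium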
STAT3 inh: IL-6 driven STAT3 reporter inhibitors, primary screen, U3A cells, luciferase, luminescence, MLSCN library. IL-6 STAT3-luciferase reporter; host cell line lacks STAT1. inhibition, % at 5.5 µM. actives 0.89% (n = 190,000). AID 862, 2007;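 active = inhibition above the mean inhibition across all screened compounds plus 3 SD, cut at about 44% in these data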;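 also: 0% = DMSO only wells and 100% = 100 µM nifuroxazide control wells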
STAT3 act: IL-6 driven STAT3 reporter potentiators, primary screen, U3A cells, luciferase, luminescence, MLSCN library; IL-6 STAT3-luciferase reporter; 100% = signal with IL-6 EC80 alone; activation (% of control), % at 5.6 µM; actives 0.91% (n = 190,000);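 active = activation above the screen-wide mean of compound activation plus 3 SD, cut at about 130% in these data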;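 also: 0% = background luminescence of wells with medium and substrate only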
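Test system: STAT3-luciferase reporter U3A cells; Detection: reporter luminescence signal; Times: 1 h compound pre-exposure, 6 h IL-6 stimulation, 37 °C; Benchmarks: IL-6-only high control; Also added: IL-6 stimulus at 33 ng/mL final.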
PPARg SRC-3 ag: PPARgamma agonists recruiting SRC-3 coactivator, primary screen, biochemical | Peroxisome proliferator-activated receptor gamma (Homo sapiens), P37231 | biochemical PPARgamma/SRC-3 coactivator recruitment assay | activation, % at 8 µM | actives 0.26% (n = 200,000) | AID 731, 2007; in the data active = activation above about 23%;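 also: 0% = DMSO and 100% = reference agonist; some compounds past the cut are filed as inactive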
PPARg SRC-1 ag: PPARgamma agonists recruiting SRC-1 coactivator, primary screen, biochemical. Peroxisome proliferator-activated receptor gamma (Homo sapiens), P37231. PPARgamma-SRC-1 coactivator recruitment biochemical assay. activation, % at 8 µM. actives 0.41% (n = 200,000); in the data active = activation above about 19%;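 also: 0% = DMSO and 100% = reference agonist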
S1P3 antagonist: S1P3 receptor antagonists, primary screen, cell-based. Sphingosine 1-phosphate receptor 3 (Homo sapiens), Q99500. CHO S1P3 NFAT-BLA reporter, FRET fluorescence, antagonist mode. inhibition, % at 4.98 µM. actives 0.27% (n = 170,000);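 active = inhibition above the plate cutoff, the mean inhibition of test wells on that plate plus 3 SD, cut at about 28% in these data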;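 also: cells challenged with S1P at its EC80 of 0.8 µM; blue over green emission ratio from cleaved BLA substrate after 4 h stimulation; 0% = S1P-stimulated wells and 100% = unstimulated DMSO-only wells; some compounds past the cut are filed as inactive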
RAM network inh: inhibitors of the yeast RAM network, primary screen, dse1pr::URA3 reporter, 5-FOA selection | AID 868, 2007 | inhibition, % at 50 µM | S. cerevisiae dse1pr::URA3 reporter, 5-FOA growth OD615, 2 d; analog-sensitive cbk1-as2 kinase mutant strain | actives 1.8% (n = 190,000);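 active = inhibition above a set limit, 3 SD over mean compound inhibition, cut at about 8.4% in these data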;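 also: 0% = DMSO-only wells with no growth and 100% = 10 µM 1-NA-PP1 full growth; inhibition rescues growth on 5-FOA so higher OD means more RAM inhibition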
An asterisk follows results filed as active; . = no result given.

SMILES	PPARg SRC-2 ag	TLR4-MyD88 BLA	STAT1 blocker	SRC2 TRFRET art	ROMK mod	STAT3 inh	STAT3 act	PPARg SRC-3 ag	PPARg SRC-1 ag	S1P3 antagonist	RAM network inh
S=C1NCCc2ccccc2C1c1ccccc1 (stereo not drawn)	4	2	5	1679	-0.16	6	98	4	4	.	2.1
CCOc1cc(/C=C2/NC(=O)N(CC(=O)OC)C2=O)ccc1OC	0	11	8	1670	.	7	97	2	7	-8	2.2
CC(CNC(=O)COc1ccccc1)OC(=O)Nc1cccc(Cl)c1 (stereo not drawn)	1	-7	2	1691	-2.1	20	86	1	-2	3	1.6
O=C(O)CCS(=O)(=O)Cc1ccccc1Cl	2	-18	-6	1296	-0.11	1	104	-1	-2	.	-0.2
CCCCOc1ccc(CN(CCO)CCO)cc1[N+](=O)[O-]	0	-1	-12	1633	0.19	18	85	5	6	-1	1.5
Cc1cc(C)nc(Sc2ncnc3c2oc2ccccc23)n1	7	0	-21	1711	.	-1	105	2	4	.	2.0
C=C(C)CSc1nnc(-c2ccc(OC)cc2)n1N	2	-7	-19	1476	.	-7	111	-3	-6	.	2.0
O=C(O)/C=C\c1cn(-c2ccccc2)nc1-c1cc2ccccc2o1	3	1	-16	1436	0.093	13	95	4	0	16	4.9
Cc1cc(NC(=O)/C(C#N)=C/c2ccco2)n(-c2ccccc2)n1	3	-5	0	1794	.	1	101	0	6	3	0.8
CCOC(=O)C(C)Sc1nc(-c2ccccc2)nc2ccc(F)cc12 (stereo not drawn)	3	22	-2	1583	.	4	106	-1	-6	.	6.1
C#CCn1c(=NC(=O)CSCC(=O)N2CCOCC2)sc2ccccc21	5	-4	1	1580	0.39	-7	110	-3	2	3	0.5
CCNC(=O)COC(=O)c1cc(-c2ccc(OC)cc2)nc2ccccc12	11	12	5	1573	.	20	86	-8	-1	.	0.8
Cc1ccc(OCC(=O)c2ccc(Cl)s2)c([N+](=O)[O-])n1	-3	-2	-2	1513	-0.0068	2	100	0	-1	-14	2.4
CCOc1ccc(S(=O)(=O)N2CCCCC2)c(C)c1C	0	14	10	1521	-0.13	9	99	4	11	-14	0.5
CS(=O)(=O)N(CCc1ccccc1)CC(=O)NCc1ccc(Cl)cc1	14	0	0	1704	-0.92	8	97	-1	3	-15	4.9
Cc1cnc(NC(=O)CSc2ccccc2)s1	2	-8	-12	1696	-1	4	101	6	2	.	1.1
COC(=O)C(CC(=O)c1ccc(Cl)cc1)c1ccc(C(C)C)cc1 (stereo not drawn)	4	6	-6	1533	.	0	105	7	2	.	1.3
O=C(C[n+]1cc(-c2ccccc2)n2c1CCC2)OCc1ccccc1	-1	-1	-1	1579	.	0	102	1	0	-13	2.9
CCNC(=O)CN(c1ccc(CC)cc1)S(C)(=O)=O	1	4	0	1473	-0.32	4	103	2	2	.	-1.5
O=C(COC(=O)c1c(Cl)cccc1Cl)NC1CCCCC1	3	-1	-6	1560	-0.018	2	102	1	-2	-14	0.0
CC1=Nc2cc(C(=O)NCc3ccco3)ccc2Sc2ccc(C)cc21	-6	-11	6	1432	0.45	-44	134*	0	-6	-1	-0.9
Cc1ccc(NC(=O)C2(c3ccccc3)CCOCC2)cc1	4	5	-2	1656	-0.49	5	98	2	10	8	0.5
CCOC(=O)C1=C(C)NC2=C(C(=O)CCC2)C1c1cc(OC)ccc1OC (stereo not drawn)	-2	-3	10	1654	.	16	89	2	8	-12	-1.5
Cc1ccc(OCC(=O)N/N=C/c2c[nH]c3ccccc23)c([N+](=O)[O-])c1	3	-3	1	1509	.	2	103	1	7	6	6.1
Cc1ccc(S(=O)(=O)Cn2nnnc2C(CC(C)C)N2CCN(C(=O)c3ccco3)CC2)cc1 (stereo not drawn)	3	-8	7	1674	-1.9	-3	106	3	5	-15	0.8

Quoted from above, 8 compounds:
SMILES	PPARg SRC-2 ag	TLR4-MyD88 BLA	STAT1 blocker	SRC2 TRFRET art	ROMK mod	STAT3 inh	STAT3 act	PPARg SRC-3 ag	PPARg SRC-1 ag	S1P3 antagonist	RAM network inh
S=C1NCCc2ccccc2C1c1ccccc1 (stereo not drawn)	4	2	5	1679	-0.16	6	98	4	4	.	2.1
CCOc1cc(/C=C2/NC(=O)N(CC(=O)OC)C2=O)ccc1OC	0	11	8	1670	.	7	97	2	7	-8	2.2
CC(CNC(=O)COc1ccccc1)OC(=O)Nc1cccc(Cl)c1 (stereo not drawn)	1	-7	2	1691	-2.1	20	86	1	-2	3	1.6
O=C(O)CCS(=O)(=O)Cc1ccccc1Cl	2	-18	-6	1296	-0.11	1	104	-1	-2	.	-0.2
CCCCOc1ccc(CN(CCO)CCO)cc1[N+](=O)[O-]	0	-1	-12	1633	0.19	18	85	5	6	-1	1.5
Cc1cc(C)nc(Sc2ncnc3c2oc2ccccc23)n1	7	0	-21	1711	.	-1	105	2	4	.	2.0
C=C(C)CSc1nnc(-c2ccc(OC)cc2)n1N	2	-7	-19	1476	.	-7	111	-3	-6	.	2.0
O=C(O)/C=C\c1cn(-c2ccccc2)nc1-c1cc2ccccc2o1	3	1	-16	1436	0.093	13	95	4	0	16	4.9

Remaining list, next part:
SMILES	PPARg SRC-2 ag	TLR4-MyD88 BLA	STAT1 blocker	SRC2 TRFRET art	ROMK mod	STAT3 inh	STAT3 act	PPARg SRC-3 ag	PPARg SRC-1 ag	S1P3 antagonist	RAM network inh
CCN1CCc2c(OCC(=O)Nc3cccc(C)c3)cccc2C1=O	0	-1	10	1606	0.074	17	92	-1	4	-9	1.9
Cc1ccc(NC(=O)CSc2nn(-c3ccc(Cl)cc3)c(=S)s2)cc1S(=O)(=O)N(C)C	0	13	-2	1751	.	-2	102	2	-8	-9	11*
CCCc1nnc(NC(=O)CCC(=O)N2CCN(c3ccccn3)CC2)s1	7	-13	0	1584	.	16	94	9	8	.	1.2
COc1ccc(CCNC(=O)CC2SC(=NCCC(C)C)NC2=O)cc1OC (stereo not drawn)	-1	12	-4	1392	.	-2	104	-9	-1	-16	1.1
Cc1nc(NC(=O)c2ccco2)sc1C(=O)Nc1ccc(Br)cc1	0	7	6	1568	.	-18	121	-1	17	-15	4.8
Cc1ccc(-c2csc(NC(=O)CCNC(=O)c3ccccc3Cl)n2)cc1	0	-3	1	1444	-1.4	5	96	4	-5	6	5.0
Cc1ccc(C)c(NC(=O)CSc2nc(C)cc(C)c2C#N)c1	9	-4	3	1684	0.077	8	96	14	5	.	5.7
O=[N+]([O-])c1cccc(Cl)c1NCCNS(=O)(=O)c1ccccc1	11	-3	4	1504	.	15	96	-16	-2	.	2.4
COC(=O)c1ccccc1SC1CC(=O)N(c2cccc(C)c2)C1=O (stereo not drawn)	0	-9	6	1543	0.39	12	93	33*	15	-7	2.5
CCOC(=O)C1=C(C)NC(=O)/C1=C\N(C)C	4	1	0	1558	-0.07	-8	108	4	-1	-15	1.5
COc1ccccc1C(=O)N/C(=C\c1ccc(Br)cc1)C(=O)NCCO	6	-10	-2	1477	.	-2	107	10	8	.	0.1
CCC(CC)=N/N=C/c1c(O)n(CC)c2cc(C3=NNC(=O)CC3)ccc12	8	-1	7	1477	-0.11	6	97	12	-1	.	2.5
CC(=O)c1cccc(N(CC(=O)Nc2ccc(F)cc2)S(C)(=O)=O)c1	-4	-3	-8	1507	-0.014	11	92	3	2	-2	1.2
OC(COc1ccccc1)CN1CCCCCC1 (stereo not drawn)	10	10	-1	1518	-0.26	10	96	0	2	7	2.6
Cc1cccc(CSCC(=O)NCc2ccc(S(N)(=O)=O)cc2)c1	5	-16	2	1531	-0.3	5	97	2	10	-30	0.7
Cc1ccc(C)c(C(=O)c2c(C)nc3sccn23)c1	3	-4	4	1513	.	6	100	0	2	3	-1.0
O=C(Cc1ccc(F)cc1)N(c1ccc(F)cc1)C1C=CS(=O)(=O)C1 (stereo not drawn)	2	-3	13	1524	.	13	91	2	12	-32	1.7
CCOC(=O)Cn1ccc(O)c(Cc2ccc(Cl)cc2Cl)c1=O	-1	-13	-7	1486	.	-2	106	2	-4	.	-0.1
CCOC(=O)C1(CCc2ccccc2)CCN(C(=O)C2CCOCC2)CC1	-7	-1	0	1542	0.3	3	101	-1	-2	-10	1.8
N#Cc1c(N)nc2c(c1-c1cccc(O)c1)CCCCCC2	-2	1	-8	1445	-0.056	7	96	-12	4	17	0.1
Cc1ccc2nsnc2c1S(=O)(=O)N(Cc1cc2cccc(C)c2[nH]c1=O)CC1CCCO1 (stereo not drawn)	-2	-4	-9	1458	.	-15	114	3	3	0	3.5
CCOC(=O)Nc1nnc(Cc2ccc(Cl)c(Cl)c2)s1	3	-7	1	1298	.	-8	106	-3	-4	-4	3.0
COc1ccc(S(=O)(=O)N[C@@H](C)C(=O)OCC(=O)Nc2cc3oc4ccccc4c3cc2OC)cc1	0	0	-17	1490	0.023	-11	107	-2	-2	-13	9.6*
NC(=O)c1cc2ccccc2oc1=NCc1ccccc1	11	0	2	1631	.	5	97	20	0	.	1.0
O=[N+]([O-])c1cccc(-c2c[n+]3c(n2-c2ccccc2)SCC3)c1	4	10	0	1679	0.93	7	98	6	-1	-17	2.5
Cc1nc2ccccc2n2c(-c3ccccc3)c3c(=O)n(C)c(=O)n(C)c3c12	3	12	1	1517	.	-17	115	4	0	.	-0.7
Cn1c(=O)c2c(ncn2CC(=O)N/N=C/C=C/c2ccccc2)n(C)c1=O	-4	9	-23	1611	.	2	98	-1	5	-16	0.4
COC(=O)c1cc(OC)c(OC)cc1NC(=O)CN1CCCCC1	6	-7	1	1584	.	12	92	-5	1	-15	0.2
COc1ccc(Cl)cc1NC(=O)CSc1nncn1-c1cccnc1	1	3	1	1712	-0.031	0	102	2	3	9	0.2
